Compound activity as filed in PubChem.
GPR35 arrestin U2OS = GPR35 antagonists blocking zaprinast-driven arrestin recruitment, primary screen, imaging, U2OS, beta-arrestin-GFP, zaprinast agonist (AID 2058); hit rate 0.052% among 290,000; inhibition, % at 10 µM; hits with a dose series show IC50 in µM; U2OS GPR35 beta-arrestin-GFP translocation imaging, zaprinast antagonism; higher % means a stronger effect;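 active = inhibition of at least 50% with at least 30 cells and total cytoplasm GFP at most 10,000,000; inconclusive = under 30 cells or total GFP of 10,000,000 plus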
SIAH1 antagonists = Siah-1 peptide-binding antagonists, primary screen, biochemical, fluorescence polarization, rhodamine-plectin, uHTS (AID 1817) | Siah-1 / rhodamine-plectin peptide fluorescence polarization; higher % means a stronger effect | displacement, % at 20 µM, or IC50 in µM where a hit was titrated | hit rate 0.02% among 290,000;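 active = displacement of at least 50% at 20 µM, with a fluorescence ratio check between 0.3 and a set limit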;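 note: plate controls were Siah plus tracer with DMSO for no effect and tracer alone without Siah for full effect; strong numbers were not always called active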
AID2073 = inhibitors of Mint1-CaV2.2 protein interaction, biochemical, HTRF (AID 2073); inhibition, % at 20 µM, or IC50 in µM where a hit was titrated; hit rate 0.19% among 290,000; HTRF protein-protein interaction, Mint1-CaV2.2; higher % means a stronger effect; in the data active = inhibition mostly above about 51%, no sharp cut-off; inconclusive = no clear call, values can overlap the other calls; inactive = mostly below about 53%; note: some results filed as inactive read as strong as hits
NS5 inhibitors = Dengue-2 NS5 methyltransferase inhibitors, primary screen, biochemical, confirmation dose response (AID 588689); Dengue-2 NS5 methyltransferase capping enzyme assay, biochemical; higher % means a stronger effect; inhibition, % at 25 µM, or IC50 in µM where a hit was titrated; hit rate 0.3% among 340,000; in the data active = a potency from the dose series; inconclusive = inhibition above about 29% without an active follow-up result
GPR55 activation = selective activators of receptor GPR55 – imaging, U2OS cells, beta-arrestin-GFP redistribution, primary screen (AID 1961) | activation, % at 10 µM, or EC50 in µM where a hit was titrated | hit rate 0.048% among 290,000 | U2OS GPR55 beta-arrestin-GFP redistribution imaging; higher % means a stronger effect;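 active = activation above 40% with more than 50 cells counted in the well; inconclusive = wells holding fewer than 50 cells, flagged as toxic or sparse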;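 note: U2OS osteosarcoma cells stably expressing GPR55 and beta-arrestin-GFP; plate controls were DMSO negative control for no effect and LPI positive control for full effect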
K1F lysis inhibition = protection from phage-mediated lysis, alamar blue read-out – E. coli UTI89, K1F phage, bacterial capsule biogenesis inhibitors (AID 488966) | E. coli UTI89 K1F phage lysis, alamar blue, 2 h; higher % means a stronger effect | one-dose inhibition, % at 100 µM; IC50 in µM for titrated hits | hit rate 0.02% among 340,000;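 active = phage lysis inhibition, versus mean bacterial control, above a set limit; inconclusive = no clear call, values can overlap the other calls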;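 note: capsule biogenesis inhibitors block K1F phage lysis so surviving cells raise fluorescence; higher fluorescence means more inhibition of phage lysis; actives were called in the ten point dose series up to 300 µM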
HIV peptide binding = cell-free HIV fusion peptide-binding blockers – biochemical, uHTS, fluorescence dequenching, primary screen (AID 1986); inhibition, % at 20 µM, or IC50 in µM where a hit was titrated; hit rate 0.3% among 290,000; cell-free peptide binding, fluorescence dequenching, 30 min; higher % means a stronger effect; in the data active = inhibition mostly above about 52%, no sharp cut-off; inactive = mostly below about 76%; note: some results filed as inactive read as strong as hits
NTR1 ag = agonists of NTR1, primary screen, imaging, U2OS cells, beta-arrestin-GFP, high content (AID 493036); P30989; NTR1-U2OS beta-arrestin-GFP spot imaging, agonist mode; activation, % at 20 µM; hit rate 0.17% among 330,000;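 active = activation at or above 40% of the spot to cytoplasm intensity ratio, with at least 20 cells analyzed; inconclusive = wells under 20 cells, flagged as cytotoxic or low count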;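 note: 0% = DMSO without peptide and 100% = 100 nM NTR1 peptide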
Target sequence (P30989 whole entry, looked up): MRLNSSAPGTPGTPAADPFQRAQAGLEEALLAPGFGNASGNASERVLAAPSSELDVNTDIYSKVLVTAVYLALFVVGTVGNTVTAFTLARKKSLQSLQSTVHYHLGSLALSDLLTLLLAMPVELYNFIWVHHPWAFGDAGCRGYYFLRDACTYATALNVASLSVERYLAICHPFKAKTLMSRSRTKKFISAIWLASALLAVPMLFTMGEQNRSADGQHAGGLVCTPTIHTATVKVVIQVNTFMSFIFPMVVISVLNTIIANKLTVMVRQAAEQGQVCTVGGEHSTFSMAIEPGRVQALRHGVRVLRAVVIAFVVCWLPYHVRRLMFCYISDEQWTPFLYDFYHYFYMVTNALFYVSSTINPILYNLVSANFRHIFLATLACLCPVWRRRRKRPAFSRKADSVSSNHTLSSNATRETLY
GPR55 LPI antagonism = GPR55 antagonists blocking LPI-driven arrestin recruitment, primary screen, imaging, U2OS, beta-arrestin-GFP, LPI agonist (AID 2013). hit rate 0.13% among 290,000. U2OS GPR55 beta-arrestin-GFP translocation imaging, LPI antagonism; higher % means a stronger effect. one-dose inhibition, % at 10 µM; IC50 in µM for titrated hits;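 active = spots per cell inhibited over 60%, with over 100 cells counted and total cytoplasm intensity under 500,000; inconclusive = wells with under 100 cells, flagged as likely toxic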;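 note: U2OS cells stably carrying GPR55 and arrestin-GFP stimulated by 5 µM LPI near EC80; imaged beta-arrestin-GFP aggregate spots per cell after agonist stimulation; plate controls were LPI-stimulated DMSO wells for no effect and DMSO wells without LPI for full effect; some results filed as inactive read as strong as hits; confirmed hits need IC50 under 10 µM and bright autofluorescent wells are also inconclusive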
NTR1 ag cell count 20 µM = also measured in NTR1 ag; calls as there; cell count; measured here: cell count, cytotoxicity flag
NS5 inhibitors pilot replicate = further read-out of NS5 inhibitors, marked with its call; inhibition, %; measured here: pilot screen replicate inhibition
* marks the source's active call; other numbers are inactive results; ? = inconclusive; nt = no result given; [ ] = dose if it differs, or a comment. Random draw from the library. About 1.2% of those tested had a hit in this group.

SMILES	GPR35 arrestin U2OS	SIAH1 antagonists	AID2073	NS5 inhibitors	GPR55 activation	K1F lysis inhibition	HIV peptide binding	NTR1 ag	NTR1 ag cell count 20 µM	GPR55 LPI antagonism	others
COc1cc(C(C[N+](=O)[O-])c2c(C)[nH]c3ccccc23)cc(OC)c1OC (stereo unspecified)	14%	-2%	-1%	-4%	-0.3%	-0.2%	-1.7%	1.3	71	0%
O=C(NCCCn1ccnc1)Nc1cccc(Cl)c1	20%	3%	-1%	-13%	-0.2%	-0.3%	-2.9%	-2.1	82	2%
COC(=O)c1sccc1NC(=O)CSc1cc(Cl)ccc1Cl	2%	-2%	-2%	-14%	-0.1%	0.9%[50 µM]	0.8%	2.4	55	9%
CCNc1oc(/C=C/c2ccc(OCC)cc2)nc1C#N	7%	-10%	15%	-7%	-0.3%	0.7%	-1.9%	2.0	61	-8%
CC1Cc2ccccc2N1C(=O)COC(=O)Cn1cnc2ccccc2c1=O (stereo unspecified)	-10%	3%	16%	-3%	0.0%	-0.2%	14%	1.4	67	8%
Cc1cccc(-n2nnnc2SCC(=O)N(CC(C)C)c2c(N)n(CC(C)C)c(=O)[nH]c2=O)c1	1%	0%	2%	-2%	1.3%	0.1%	-0.1%	0.4	47	18%
CCc1ccccc1N(CC(=O)NC1CCCCC1)C(=O)CNC(=O)c1ccco1	-21%	-7%	12%	1%	-0.2%	-0.1%	-0.5%	-0.3	48	-10%
CC(C)(C)c1cnnn1-c1ccc(C=O)cc1	3%	4%	6%	0%	-0.3%	6.2%	1.3%	1.9	75	0%
COc1ccc2nc(N(CCN(C)C)C(=O)c3ccc4c(c3)OCCO4)sc2c1	-8%	3%	23%	0%	0.3%	0.0%	2.1%	-0.6	65	15%
CCc1cccc(CN2CCC(CNC(=O)Nc3ccc(Cl)cc3)CC2)c1	2%	-8%	-2%	10%	0.1%	0.3%	-1.0%	5.8	60	-2%
Cc1ccc(NC(=O)/C=C/c2cccs2)c([N+](=O)[O-])c1	-12%	-2%	-4%	-4%	0.2%	-0.1%	-3.2%	0.2	46	0%
Cc1ccc(-c2nc3sc4c(c3c(=O)n2N)CC(C)(C)OC4)cc1	-3%	0%	2%	-2%	-0.1%	3.3%	-1.1%	5.3	75	6%
COc1ccccc1NC(=O)C1=C(C)NC2=C(C(=O)CC(c3ccc(OC)c(OC)c3)C2)C1c1coc2ccccc2c1=O (stereo unspecified)	-12%	1%	23%	-1%	0.4%	4.6%	2.5%	5.7	38	10%
Cc1ccc(CNC(=O)CCS(=O)(=O)Cc2ccc(C)cc2)cc1	18%	-6%	17%	2%	0.2%	1.0%	-2.5%	-1.0	71	0%
Cc1ccc(CNC(=O)C2CCCN(S(=O)(=O)c3c(C)n[nH]c3C)C2)cc1 (stereo unspecified)	-4%	1%	3%	-1%	0.2%	1.1%	22%	0.3	57	0%
Cc1cccc(C)c1NC(=O)CN(C)CC(=O)Nc1ccccc1Oc1ccccc1	-12%	3%	26%	6%	-0.3%	0.0%	-1.3%	-2.0	95	9%
CN(CCC1CCOCC1)Cc1cn[nH]c1-c1ccc(-c2ccccc2)cc1	-1%	-2%	0%	-2%	-0.1%	0.5%	-0.5%	2.5	64	2%
CC(C)=N/N=C1\NC(=O)C(C)S1 (stereo unspecified)	-8%	8%	0%	-3%	1.0%	0.8%	1.0%	1.5	57	4%
Cc1[nH]c2ccccc2c1C(=O)CN1CCN(C/C=C/c2ccccc2)CC1	14%	-3%	-3%	3%	0.0%	1.0%	3.7%	3.0	69	-14%
Cc1ccc(C(=O)c2cccc(N)c2)cc1C	-12%	0%	-6%	-4%	-0.8%	-0.5%	0.5%	-1.3	99	15%
CCn1c2ccccc2c2cc(NC(=O)c3ccco3)ccc21	4%	3%	4%	1%	0.2%	8.6%	0.8%	4.4	57	-1%
CCOC(=O)c1cnc(-n2cc(C)cn2)nc1Nc1ccccc1OC	11%	-4%	0%	3%	0.2%	0.3%	-0.7%	3.1	50	-7%
Cc1cc(C)cc(N2C(=O)CC(Sc3nnnn3-c3ccccc3)C2=O)c1 (stereo unspecified)	-6%	-7%	23%	-11%	-0.1%	1.5%	-0.7%	14	53	-10%
COCCSc1nc(N)c(NC(=O)c2ccco2)c(=O)[nH]1	-6%	0%	-5%	-4%	-0.1%	0.1%	1.4%	-0.1	58	4%
COc1ccccc1NS(=O)(=O)c1cccc(C(=O)NN)c1	14%	-1%	26%	-4%	-0.1%	2.2%	7.5%	0.2	57	17%
CCc1ccccc1NC(=O)c1cnc2n(c1=O)CCS2	-1%	5%	6%	-2%	-0.1%	0.1%	2.6%	0.2	59	4%
Cc1ccc(C(c2c(C)n(C)n(-c3ccccc3)c2=O)c2c(C)n(C)n(-c3ccccc3)c2=O)s1	4%	-2%	14%	3%	0.1%	-0.6%	2.3%	4.2	34	15%
CCN(CC)c1ccc(/C=N/Nc2nc(C)cc(C)n2)c(O)c1	10%	-7%	4%	3%	0.3%	3.2%	17%	8.4	53	-3%
O=C(NC(O)C(=O)c1ccccc1)c1ccccn1 (stereo unspecified)	4%	-1%	4%	-15%	-0.3%	-0.1%	-1.8%	-0.5	58	-2%
CN(C)c1ccc(C2C3CCCc4ccccc4C3=NN2C)cc1 (stereo unspecified)	7%	7%	10%	-1%	-0.2%	-1.0%	-2.6%	2.5	43	1%
COc1ccccc1NC(=O)C1=C(C)Nc2ncnn2C1c1ccc(C)o1 (stereo unspecified)	3%	-2%	7%	2%	0.2%	0.5%	-1.0%	-1.6	47	6%
CCOC(=O)c1nnc(-c2ccccc2)nc1Oc1ccccc1Cl	4%	-1%	-7%	-52%	-0.3%	-0.1%	2.5%	7.7	50	8%
Cc1cccc(NC(=S)N2CCn3cccc3C2c2cccnc2)c1 (stereo unspecified)	-4%	8%	-13%	3%	0.2%	2.0%	-0.1%	-1.5	47	7%
O=C(Nc1ccccc1)OCc1cn(-c2ccc(Cl)cc2)nn1	2%	3%	6%	-3%	-0.3%	0.0%	1.2%	-0.5	79	17%
O=C(NC(=S)Nc1ncc(Br)cc1Br)c1ccccc1	-8%	2%	-3%	-5%	-0.1%	0.5%	1.7%	0.1	50	0%
Cn1c(=O)c(C(=O)NCc2ccccc2)c(O)c2ccccc21	-4%	4%	24%	5%	-0.1%	0.4%	1.6%	0.7	56	5%
CCOC(=O)CNC(=S)N(Cc1ccccc1)Cc1cccs1	0%	6%	0%	1%	-0.3%	-0.3%	0.0%	-1.9	59	8%
c1c(CC2CCCC2)nnn1C[C@H]1CC[C@@H]([C@@H]2CC[C@H](Cn3cc(CC4CCCC4)nn3)O2)O1	4%	-1%	?	-6%	-0.2%	-0.7%	-0.3%	-2.8	97	3%
COc1ccc(C2/C=C\CNCC(=O)N2Cc2ccc(F)cc2)cc1 (stereo unspecified)	8%	6%	34%	1%	-0.1%	0.3%	1.6%	4.1	75	15%
N#C/C(=C(/O)COC(=O)c1ccc(O)cc1)c1nc2ccccc2[nH]1	0%	-6%	23%	-1%	-0.1%	0.3%	6.9%	-0.1	63	2%
Cc1ccc(C)c(CSc2nc3ccncc3n2CC(=O)Nc2ccc(C)c(C)c2)c1	-18%	-7%	9%	nt	-0.2%	nt	1.7%	nt	nt	10%
COc1ccccc1Oc1ccc2c(c1)C(=O)N(c1cccc3ncccc13)C2=O	1%	5%	3%	-4%	0.0%	0.1%	-2.7%	nt	nt	5%
Cc1ccc(S(=O)(=O)N2CCCC2C(=O)NCc2ccco2)cc1 (stereo unspecified)	-1%	0%	-8%	0%	-0.1%	0.6%	-1.9%	-0.7	52	9%
CNc1ccc(Br)cc(C(=O)/C=C/c2ccc(OC)cc2OC)c1=O	4%	-3%	11%	51%	0.3%	1.9%	23%	3.2	69	9%
CCOC(=O)N1CCC(O)(c2cc(C)c(C)cc2C)CC1	1%	5%	4%	-7%	-0.5%	9.8%	2.5%	2.8	67	7%
CCOC(=O)c1cc(-c2c(Cl)cccc2Cl)no1	19%	-2%	6%	-2%	0.6%	0.0%	-1.9%	-0.4	54	-3%
CC[C@@H]1CC=C[C@H]2[C@H]1C(=O)N(Cc1ccccc1)[C@H]2c1ccoc1	3%	1%	0%	-42%	-0.1%	-1.4%	6.1%	20	83	2%
CCSc1nc2c(c(=O)[nH]1)C(c1cccnc1)C(C(=O)OC(C)C)=C(C)N2 (stereo unspecified)	9%	4%	10%	0%	0.5%	-0.5%	-0.1%	0.3	98	-2%
O=C(CCN1C(=O)/C(=C/c2ccccc2Cl)SC1=S)NC1=NCCS1	3%	4%	8%	27%	-0.3%	-0.1%	1.1%	4.2	41	28%
Cc1onc(-c2c(F)cccc2Cl)c1C(=O)N1CCN(S(C)(=O)=O)CC1	-15%	-4%	20%	-11%	0.9%	0.9%	0.8%	1.6	52	-15%
CC(=O)c1nn(-c2ccc(Cl)cc2)c(=O)[nH]c1=O	2%	1%	9%	-4%	0.0%	0.3%	3.7%	1.0	75	6%
CC(C)N(C)Cc1nnnn1CC(=O)N(C)Cc1cccc(Cl)c1	-5%	-2%	8%	-5%	-0.2%	0.0%	-0.8%	-0.2	34	7%	NS5 inhibitors pilot replicate=2.4
c1ccc(Cc2cc(-c3ccccc3)on2)cc1	-6%	6%	31%	-1%	0.3%	-0.4%	-1.2%	5.4	88	8%
COc1cccc(C2NC(=O)c3sc(=S)n(-c4ccccc4)c3N2)c1 (stereo unspecified)	10%	-1%	-9%	-12%	0.6%	0.5%	-2.1%	3.6	50	20%
CCN(CC)C(=O)CN(C#N)c1nc(C)cc(C)n1	0%	12%	43%	-2%	0.0%	0.2%	0.4%	0.9	67	13%
Cc1cc(OCC(=O)NCC(O)c2ccccc2)c2c(C)cc(=O)oc2c1 (stereo unspecified)	-9%	1%	17%	-7%	-0.2%	0.0%	-1.2%	-1.5	75	-3%
O=S(=O)(Nc1cccc(C(F)(F)F)c1)c1cnc[nH]1	2%	2%	-6%	-5%	-0.1%	0.4%	0.0%	1.5	78	6%
